BRCA1 expr up – increases BRCA1 expression; 1.1% of 380,000 active; MCF7-BRCA1-FFLuc reporter, luminescence, 48 h; response scale: scaled: vehicle 0%, 10 µM genistein 100%; Potency, µM (doses to about 46.1 µM), without a hit: at the highest dose activation, most hits filed as activators; AID 624202; active = well fitted activation curve with a large enough effect; inconclusive = small, poorly fitted or top-dose-only effect; inactive = no such curve, though single readings can be large or run the other way; also: nearly all actives have a fitted effect of over 80% in size; some results filed as inactive show a strong effect at the top dose
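MCF7-BRCA1-FFLuc, 2000 cells/well; 2 h attach, 37 °C/5% CO2; compound 48 h; luciferase substrate 15 min; luminescence end-point. Norm. to genistein 10 microM max activation and DMSO; concentration-response curves fitted.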
Starred values were filed as active, the others as inactive; ? = inconclusive. Potency is read from the fitted curve at half-maximal effect. Not all compounds are listed; the hit share may differ from the screen's.

BRCA1 expr up | canonical_smiles
-3% | Cc1ccc(C)c(CN2C(=O)c3ccccc3S(=O)(=O)c3ccc(C(=O)Nc4ccccc4C(F)(F)F)cc32)c1
4% | COCCCNC(=O)c1csc([C@@H]2O[C@H](CO)[C@H](O)[C@H](O)[C@H]2O)n1
4% | Cc1nn(S(=O)(=O)c2ccc(C(C)C)cc2)c(C)c1S(=O)(=O)N1CCCCC1
3% | COc1ccc2c(c1)c1c(c(=O)n(-c3cccc(C)c3)c(=O)n1Cc1cccc(Cl)c1)n2C
20% | O=C(CS(=O)(=O)c1cccc2nsnc12)NCc1ccccc1Cl
-11% | Cc1cccc(CN2CCN(C3CN(Cc4cn(Cc5ccc(Cl)cc5)nn4)S(=O)(=O)C3)CC2)c1 (stereo not given)
11µM* | COCc1cn(-c2nc3ccccc3s2)nn1
-2% | COC(=O)c1c(SC)nc2ccccc2c1OCc1cccc(C)c1
16% | CC1(C(=O)NCc2cccnc2)CCN1C(=O)c1cccc(F)c1 (stereo not given)
-12% | CC(C)C[C@H]1CN(CCCC[C@@H]2CNC(=O)C(=O)N2CC2CCCCC2)C(=O)C(=O)N1Cc1ccccc1
85% | OC(c1ccc(F)cc1)c1nc(-c2ccccc2)cs1 (stereo not given)
-5% | CCc1ccc2c(F)cccc2n1
-39% | COc1ccc(Cl)cc1NC(=O)COC(=O)CC(C)(C)CC1=NS(=O)(=O)c2ccccc2N1
-4% | CCc1ccccc1NC(=O)CCNS(=O)(=O)c1ccc2c(c1)CCN2C(=O)C1CC1
9% | Cc1ccc(CNC(=O)Cn2c(=O)n(Cc3ccccc3)c(=O)c3sc4ccccc4c32)cc1
-10% | O=C(Nc1c(-c2ccccc2)nc2ccccn12)c1ccc(Br)cc1
-15% | CN(C)Cc1csc(NC(=O)Nc2ccccc2C(C)(C)C)n1
-40% | COc1ccc(CNC(=O)Nc2nc(C(N)Cc3ccc(C(F)(F)F)cc3)cs2)cc1 (stereo not given)
-52% | O=C(CCn1cnnn1)Nc1cc(C(F)(F)F)cc(C(F)(F)F)c1
0% | COc1cccc(CNC(=O)C2CCCN(c3nnc(-n4c(C)ccc4C)s3)C2)c1 (stereo not given)
16% | CCOC(=O)c1c(-c2ccc(C)cc2)csc1NC(=O)c1cc(-c2ccc(OC)cc2)on1
0% | O=C(Nc1ccc2c(c1)OCO2)c1cc(C2CCCCN2C(=O)c2ccc3ccccc3c2)on1 (stereo not given)
-5% | COc1cccc(C(NC(C)=O)c2nc(-c3cccc(C#N)c3)cs2)c1 (stereo not given)
-11% | COc1ccc(S(=O)(=O)Nc2ccc3oc4c(c3c2)C(=O)CC(C)(C)C4)cc1

At a glance, 3 of the compounds above.
BRCA1 expr up | canonical_smiles
0% | O=C(Nc1ccc2c(c1)OCO2)c1cc(C2CCCCN2C(=O)c2ccc3ccccc3c2)on1 (stereo not given)
-5% | COc1cccc(C(NC(C)=O)c2nc(-c3cccc(C#N)c3)cs2)c1 (stereo not given)
-11% | COc1ccc(S(=O)(=O)Nc2ccc3oc4c(c3c2)C(=O)CC(C)(C)C4)cc1

Remaining list, next part.
BRCA1 expr up | canonical_smiles
7% | CCOC(=O)C(CC)c1cc2n(c(=O)c1C#N)CCC21OCCO1 (stereo not given)
-32% | CCCCCCCCN1C(=O)[C@H](CC(=O)NCCCCc2ccccc2)C[C@@]2(C(=O)OCC)CCCC=C12
16% | Brc1ccc2nc(C3CCCCC3)c(Cc3ccccc3)n2c1
-61% | Cc1ccc(S(=O)(=O)c2c(O)cc(C)c(NS(=O)(=O)c3ccc(Br)cc3)c2C)cc1
-13% | CCOc1ccc(CCN2C(=O)C(=O)N([C@@H](CC(C)C)CN3CCC[C@H]3CN3C(=O)C(=O)NC[C@@H]3CC(C)C)C[C@@H]2Cc2ccc(O)cc2)cc1
7% | O=c1c2sc3ccccc3c2n(Cc2ccccc2)c(=O)n1CCc1ccccc1
4% | COc1ccc(NC(=O)c2oc3ccccc3c2NC(=O)Cc2cccs2)cc1
32% | OCCCNc1ncnc2c1ncn2[C@H]1CN(Cc2cccs2)C[C@@H](CO)O1
-44% | Cc1ccc(NC(=O)CN2CCSc3ccc(S(=O)(=O)N4CCCC4)cc32)cc1
6% | Cc1nn(CC(=O)NCc2ccco2)c(=O)c2cc3ccccc3n12
1% | O=S(=O)(c1ccc(-c2cnc(C3CC3)o2)cc1)N1CCN(c2ccccc2F)CC1
3% | Cc1ccsc1-c1cc2nc(NCCCN(C)C)n(C)c(=O)c2s1
20% | COCCNc1nc2cc(-c3ccc(F)cc3)sc2c(=O)n1C
48% | NS(=O)(=O)c1ccc(CCNc2ccn3nc(-c4ccccc4)cc3n2)cc1
-2% | COc1cc2ccccc2cc1C(=O)N1CCN(c2nc3c(F)cc(F)cc3s2)CC1
15% | CCCCSc1nc2sc3c(c2c(=O)n1-c1ccccc1C)CC(C)(C)OC3

Reformatted in markdown: part of the list above
| molecule | BRCA1 expr up |
| --- | --- |
| O=S(=O)(c1ccc(-c2cnc(C3CC3)o2)cc1)N1CCN(c2ccccc2F)CC1 | 1% |
| Cc1ccsc1-c1cc2nc(NCCCN(C)C)n(C)c(=O)c2s1 | 3% |
| COCCNc1nc2cc(-c3ccc(F)cc3)sc2c(=O)n1C | 20% |

The results go on.
BRCA1 expr up | canonical_smiles
11% | CCN(CC)S(=O)(=O)c1ccc(NC(=O)CSc2nnc3c(n2)[nH]c2ccccc23)cc1
-9% | CCN(CCCNC(=O)c1cc2c(=O)n(CC)c3ccccc3c2s1)c1ccccc1
0% | N#Cc1c(Nc2cccc(F)c2)sc(C(=O)c2ccc(Cl)cc2)c1N
-26% | COc1cccc(-n2c(SCC(=O)N3CCc4ccccc43)nc3c([nH]c4ccccc43)c2=O)c1
-28% | CCC1=Nc2cc(C(=O)NCCc3ccc(OC)c(OC)c3)ccc2Sc2ccccc21
6% | COc1ccc(-c2noc(-c3ccc(N4CCCC4)c([N+](=O)[O-])c3)n2)cc1
-30% | COc1cccc(Nc2nc(C(N)c3ccccc3Cl)cs2)n1 (stereo not given)
4% | CC(C)OCCCNC(=O)CN1C(=O)COc2ccc(S(=O)(=O)N3CCOCC3)cc21
31% | CCOC(=O)c1c(NC(=O)/C=C/c2ccc(OCC)cc2)sc(C(C)=O)c1C
-11% | CC(=O)NC(C)(c1ccccc1)c1nc(-c2csc3ccccc23)cs1 (stereo not given)
-6% | COc1cccc(C(NC(C)=O)c2nc(-c3ccc(OC)nc3)cs2)c1 (stereo not given)
-25% | COc1ccc2c(c1)C(CC(C)=O)N(c1ccc(-c3cnc(OC)nc3)cc1)C(c1ccsc1)=C2 (stereo not given)
-22% | O=C(NCc1ccc(F)cc1)c1cc(C2CCCCN2C(=O)c2ccc3c(c2)CCO3)on1 (stereo not given)
-5% | CCS(=O)(=O)N1CCc2cc(C(=O)Nc3cc(Cl)ccc3C)ccc21
-3% | CCOC(=O)[C@]12CCCC=C1N(Cc1ccco1)C(=O)[C@H](CC(=O)NCCCN1CCCC1=O)C2
-20% | CC(=O)Nc1ccc(-c2ccnc3c2CC(C)(C(=O)NCc2ccc(F)c(F)c2)O3)cc1 (stereo not given)
13% | CCc1ccc(NC(=O)C2CCCN(S(=O)(=O)c3ccc4c(c3)oc(=O)n4C)C2)cc1 (stereo not given)
0% | CC(C)NC(=O)C1(C)CCN1C(=O)c1cccc(Cl)c1 (stereo not given)
-12% | O=C(CCl)c1ccc2c(c1)CCCC2
-53% | Cc1ccc(C2CC(c3ccccc3)=NN2c2ccc(S(N)(=O)=O)cc2)cc1 (stereo not given)
-37% | COc1cc2c(NC3CCN(C)CC3)nc(N3CCCN(C)CC3)nc2cc1OCCCCCCN(C)C
-3% | O=c1[nH]c(=S)[nH]c2c1C(c1ccc(F)cc1)OC(CCc1ccccc1)C2 (stereo not given)
-1% | O=C(Nc1ccc(OCc2cc(=O)n3c4c(sc3n2)CCCC4)cc1)c1cccc(F)c1
0% | COc1ccc(-c2cc(C(F)(F)F)nc(SCCC(=O)Nc3ccc(F)cc3F)n2)cc1
25% | CC(C)=CNNC(=O)c1ccc(O)cc1
17% | CCCCNc1c(-c2cc3ccccc3o2)nc2nc(C)cc(C)n12
? | CCOc1ccc(-c2nnc(SCC(=O)Nc3ccccc3C(F)(F)F)o2)cc1
-4% | CC(=O)NCCNc1nc(NC(C)C)nc2cc(-c3ccccc3)sc12
92% | O=S(=O)(Nc1cccc(-c2ccc(N3CCOCC3)nn2)c1)c1cc(C(F)(F)F)ccc1Cl
5% | CCNC(=O)C1(C)CCCN(Cc2ccc(-c3ccccc3)o2)C1 (stereo not given)
0% | COc1cccc(C(O)c2ncc(-c3ccccc3OC)[nH]2)c1 (stereo not given)
-13% | COc1ccc2c(c1)c1c(c(=O)n(-c3ccccc3)c(=O)n1CC(=O)Nc1ccc(C)c(C)c1)n2C
-6% | CC(=O)Nc1ccccc1OCc1cc(=O)n2c(C)csc2n1
-9% | CCN1C(=O)c2ccccc2S(=O)c2ccc(C(=O)N3CCN(c4ccccc4)CC3)cc21 (stereo not given)
-9% | Cc1cc(C)c2sc(NC(=O)c3ccc(S(=O)(=O)N4CCCC4)cc3)nc2c1
-7% | COc1ccc(CNc2nc(-c3ccc(Cl)cc3)cc(C(F)(F)F)n2)cc1
3% | FC(F)(F)c1ccc(Cl)c(Nc2nnc(-c3ccncc3)s2)c1
19% | CCCNC(=O)c1cc(C2CCCN(C(=O)c3ccc4c(c3)CCO4)C2)on1 (stereo not given)
-15% | CCc1nc2c(OCc3ccccc3C(=O)OC)cccn2c1N(C)C(=O)c1ccncc1
-43% | C=C(C)[C@@H]1C2=CC(C(=O)OC)=C(C[C@@H](C(=C)C)[C@H]3O[C@H]3C3=C[C@H]1OC3=O)O2
0% | COCCNc1ccc(-c2nc(-c3cccc(C)c3)no2)cc1[N+](=O)[O-]
-54% | Cc1ccc(-c2nc3ccccc3[nH]2)cc1NC(=O)COc1cccc(C)c1C
24% | COCCNC(=O)C1(C)CCCN(Cc2cc(C)ccc2C)C1 (stereo not given)
0% | Cc1cc(Br)cn2c(Cc3cccc(F)c3)c(-c3cccc(Br)c3)nc12
11% | COc1ccc(-c2nc3ccc(Cl)cn3c2Cc2ccsc2)cc1OC
8% | O=C(Nc1ccc2c(c1)OCCO2)C(C1CC1)N1CCN(C/C=C/c2ccccc2)CC1 (stereo not given)
36% | CNc1cnc(-c2ccc(C(=O)N3CCOCC3)cc2)cn1
20% | CCOC(CNC(=O)c1[nH]c(C(F)(F)F)nc1-c1ccccc1)OCC
10% | Cc1cc(C)c(C(O)c2ncc(-c3cccc(F)c3)[nH]2)c(C)c1 (stereo not given)
3% | O=C(C1=NOC2(C1)C(=O)N(Cc1ccccc1)c1ccccc12)N1CCOCC1 (stereo not given)
9% | Fc1cccc(F)c1C(Nc1nncs1)Nc1nncs1
-3% | CN(C)C(=O)c1cccc(-c2ccc3nncn3c2)c1
9% | CCCS(=O)(=O)NC(=O)C1(C)CCCN(C(=O)c2cc(C)on2)C1 (stereo not given)
15% | COc1ccc(C(=O)Nc2ccc3oc(-c4ccc(F)cc4Cl)nc3c2)cc1
10% | Nc1ccc(/C=C/c2cccc3cccnc23)cc1
7% | COc1ccc2c(c1)c1c(c(=O)n(-c3ccc(F)c(Cl)c3)c(=O)n1Cc1ccccc1C)n2C

Further entries follow.
BRCA1 expr up | canonical_smiles
? | CCN(CC)CCCNC(=O)c1ccc2nc(N3CCCCC3)sc2c1
-4% | CCc1ccc(NC(=O)c2cc3nc(-c4ccc(C)cc4)cc(C(F)(F)F)n3n2)cc1
-23% | CC(=O)NC(c1ccccc1)c1nc(-c2ccccc2C)cs1 (stereo not given)
12% | Nc1ccn([C@@H]2O[C@H](C(=O)N3CCN(Cc4ccccn4)CC3)[C@@H](O)[C@H]2O)c(=O)n1
-61% | COc1ccccc1NC(=O)Nc1nc(C(N)CC(C)C)cs1 (stereo not given)
-9% | O=C(Cn1ncc2c(=O)oc3ccccc3c21)Nc1cc(F)ccc1F
34% | CC1=C(C(=O)Nc2ccccc2)C(c2ccc(C)cc2)n2nc(SCc3ccccc3C)nc2N1 (stereo not given)
4% | COc1cc(OC)cc(-c2noc(-c3csc([C@@H]4O[C@H](CO)[C@H](O)[C@H](O)[C@H]4O)n3)n2)c1
-13% | CC1(C(=O)Nc2cccc(C#N)c2)CCN1C(=O)C/C=C/c1ccccc1 (stereo not given)
14% | Cc1ccc(S(=O)(=O)N2CCN(c3cc(-c4cccs4)nc4ccccc34)CC2)cc1
-9% | CC(C)C[C@H]1CN([C@@H](Cc2ccccc2)CN2CCC[C@H]2CN2C(=O)C(=O)NC[C@@H]2Cc2ccc(O)cc2)C(=O)C(=O)N1CCc1ccccc1
-7% | CC(C)c1ccc(NC(=O)C2Cc3c(-c4ccco4)ccnc3O2)cc1 (stereo not given)
-41% | CCCc1cnc(Nc2nc(C(N)Cc3ccc(C(F)(F)F)cc3)cs2)nc1 (stereo not given)
0% | CC(NS(=O)(=O)c1ccccc1[N+](=O)[O-])c1ccccn1 (stereo not given)
-65% | CCNc1nc(-c2sc(NC(=O)C(C)(C)C)nc2C)c(-n2cc(-c3ccccc3)nn2)s1
3% | CC1(C(=O)NS(=O)(=O)C2CC2)CCCN(C(=O)COc2ccccc2)C1 (stereo not given)
-19% | Cc1ccc(C)c(N2C(=O)N(Cc3cccc(C(F)(F)F)c3)c3ccccc3S2(=O)=O)c1
-15% | O=C(CC(C(=O)O)n1ccnc1)c1ccc(Cl)cc1 (stereo not given)
-21% | Cc1ccc(NC(=O)c2nc(SCc3ccccc3F)ncc2Cl)cc1

Given with tabs: part of the list above.
Compound	BRCA1 expr up
CC1(C(=O)NS(=O)(=O)C2CC2)CCCN(C(=O)COc2ccccc2)C1 (stereo not given)	3%
Cc1ccc(C)c(N2C(=O)N(Cc3cccc(C(F)(F)F)c3)c3ccccc3S2(=O)=O)c1	-19%
O=C(CC(C(=O)O)n1ccnc1)c1ccc(Cl)cc1 (stereo not given)	-15%

Screening data: PubChem, National Center for Advancing Translational Sciences (NCATS)
